# High-throughput results from PubChem BioAssay.
# TrxR1 substrate = is turned over as a substrate by rat TrxR1; O89049; purified TrxR1 substrate turnover, NADPH consumption readout; Potency, µM (series often up to 114 µM), for inactives: top-dose activity change, negative = substrate turnover; actives 0.01% (n = 390,000); note: potency is the fitted concentration of half-maximal effect; % is set by controls: 0 for no effect and ±100 for the full control effect; nearly all actives have a fitted effect of over 50% in size
#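 Rat TrxR1, dispensed at 90 nM, was prereduced with 400 uM NADPH (final) for 5 min at ~22 deg C, then incubated with compound 15 min before 400 uM selenite. A first-read NADPH fluorescence drop versus no-compound background flagged substrates.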
# D2 ag = D2 dopamine receptor (human) agonism; actives 0.53% (n = 340,000); activation, % at 2 µM; AID 485358; P14416; HEK293 T-REx D2 cells, calcium flux agonist mode;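 active = activation over 3 SD above normal in the single-dose calcium agonist read, cut at about 30% in these data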; note: 0% is about no effect
#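 Tetracycline-induced HEK293 T-REx cells with force-coupled D2 receptor, plated overnight at 30 C, loaded with no-wash calcium dye. After a 10 s baseline, compound was pin-added and calcium flux read kinetically for 180 s; calcium rises flagged agonists.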
# rTrxR1 inhibitor = inhibitors of rat thioredoxin reductase 1 | recombinant rTrxR1, NADPH fluorescence consumption, selenite substrate | O89049 | actives 1% (n = 390,000) | AID 588453 | Potency, µM (series often up to 114 µM), for the others: at the highest dose activity change, negative = inhibition, usual class: inhibitors; note: potency is the fitted concentration of half-maximal effect; % is set by controls: 0 for no effect and ±100 for the full control effect; nearly all actives have a fitted effect of over 65% in size
#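 Rat TrxR1 (90 nM in the dispensed reagent) was pre-reduced with 400 uM NADPH for 5 min at room temperature, then incubated with compound for 15 min. After 400 uM selenite was added, NADPH fluorescence (Ex 340/Em 450 nm) was followed for 8 min.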
# USP1-UAF1 inh = inhibitors of human USP1/UAF1 deubiquitinase; Potency, µM (titrated, usually from 57.1 µM), for inactives: at the top dose activity change, negative = inhibition, usual class: inhibitors; O94782; AID 743255; actives 0.23% (n = 390,000); recombinant USP1/UAF1, Ub-Rhodamine cleavage fluorescence; note: potency is the fitted concentration of half-maximal effect; % is set by controls: 0 for no effect and ±100 for the full control effect; nearly all actives have a fitted effect of over 60% in size; inactives centre near -12
#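 USP1/UAF1 complex (1 nM) preincubated 15 min at room temperature with compound, then Ub-Rho substrate (150 nM final) added. Kinetic fluorescence at 480/540 nm over 6 reads at 60 s intervals; 50 mM HEPES pH 7.8, 0.5 mM EDTA, 0.1 mg/ml BSA, 1 mM TCEP, 0.01% Tween-20.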
# D2 antag = antagonists of human D2 dopamine receptor; HEK293 TREx D2 cells, calcium flux, dopamine EC80; actives 2% (n = 340,000); AID 485344; P14416; inhibition, % at 10 µM; in the data active = inhibition above about 30%; note: 0% is about no effect
#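 Dopamine at EC80 is the agonist stimulus; test compounds precede it by 180 s. Calcium flux read kinetically in a force-coupled, inducible HEK293 T-REx D2 cell line.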
# mIDH1 inhibitor = blocks human mutant IDH1 R132H enzyme; O75874; IDH1-R132H enzyme, NADPH consumption, diaphorase/resazurin fluorescence; Potency, µM (highest dose often 76.6 µM), for inactives: at the highest dose activity change, negative = inhibition, actives largely listed as inhibitors; actives 0.093% (n = 390,000); AID 602179; note: potency is the fitted concentration of half-maximal effect; % is set by controls: 0 for no effect and ±100 for the full control effect; nearly all actives have a fitted effect of over 65% in size
# Target sequence (O75874 whole entry R132H, stated change not applied): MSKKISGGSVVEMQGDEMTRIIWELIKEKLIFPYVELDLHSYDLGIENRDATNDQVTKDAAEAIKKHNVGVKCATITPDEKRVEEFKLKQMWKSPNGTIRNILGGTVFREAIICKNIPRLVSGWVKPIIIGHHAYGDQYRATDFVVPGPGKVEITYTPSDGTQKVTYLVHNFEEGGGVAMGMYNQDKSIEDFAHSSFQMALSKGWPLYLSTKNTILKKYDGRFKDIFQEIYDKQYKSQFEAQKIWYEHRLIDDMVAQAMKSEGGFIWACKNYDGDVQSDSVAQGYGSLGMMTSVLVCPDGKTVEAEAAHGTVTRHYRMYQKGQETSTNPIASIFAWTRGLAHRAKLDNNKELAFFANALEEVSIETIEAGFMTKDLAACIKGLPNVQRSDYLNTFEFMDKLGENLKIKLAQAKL
#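 IDH1-R132H (0.5 ug/mL) preincubated 30 min with compound, then NADPH (0.016 mM) and alpha-KG (2 mM) added; 80 min at RT, pH 7.5. Remaining NADPH coupled via diaphorase/resazurin to fluorescence (540/590 nm); concentration-response curves normalized to no-enzyme control.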
# TRHR enhancer = TRH receptor (human) allosteric enhancement; P34981; TRHR cells, fluo-8 calcium fluorescence, EC20 TRH enhancement; enhancement, % at 2 µM; actives 0.66% (n = 360,000); AID 493056; in the data active = enhancement above about 30%; note: 0% is about no effect
# Target sequence (P34981 whole entry, looked up): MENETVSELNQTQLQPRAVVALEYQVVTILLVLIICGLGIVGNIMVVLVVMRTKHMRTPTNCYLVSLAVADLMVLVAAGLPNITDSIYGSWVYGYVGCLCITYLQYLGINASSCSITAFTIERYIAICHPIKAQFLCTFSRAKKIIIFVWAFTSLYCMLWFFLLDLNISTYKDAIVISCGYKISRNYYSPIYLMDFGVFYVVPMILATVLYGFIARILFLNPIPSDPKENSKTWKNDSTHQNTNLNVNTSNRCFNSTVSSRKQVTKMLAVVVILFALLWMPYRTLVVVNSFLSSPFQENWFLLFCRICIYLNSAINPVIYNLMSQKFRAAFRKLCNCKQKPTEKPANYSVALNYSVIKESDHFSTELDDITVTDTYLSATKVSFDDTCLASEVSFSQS
#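 Enhancer read-out: after compound pinning and an initial kinetic agonist-mode read, an EC20 of TRH (10 nM final) was injected and fluo-8 calcium signal (Ex 480/Em 530) followed at 1 s/cycle for 100 cycles in TRHR-expressing cells.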
# TRHR agonist = agonists of human TRH receptor | P34981 | TRHR cells, calcium flux fluo-8, FDSS agonist mode | activation, % at 2 µM | actives 0.18% (n = 360,000); in the data active = activation above about 30%; note: 0% is about no effect
#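 Read-out: compound-evoked intracellular calcium rise in TRHR cells, fluo-8 dye, kinetic FDSS fluorescence at 1 s/cycle following a 10-cycle baseline. Cells cultured overnight before dye loading (30 min–1.5 h, RT).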
# PI4K2A inh = inhibitors of human PI4K2A; actives 0.13% (n = 420,000); purified PI4K2A, ADP-Glo luminescence, 1 h; hits give low values; activity change, negative = inhibition, % at 76.9 µM; in the data active = activity change below about -50%; inconclusive = mostly about -30% to -49%;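 note: -100% = wells without enzyme as full effect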
#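 PI4K2A activity was measured by ADP-Glo luminescence: enzyme (4 ug/mL stock) and phosphatidylinositol (1.2 mM stock) in Tris pH 7.5/MgCl2/EGTA/Triton X-100 buffer were reacted with ATP (300 microM stock) for one hour at ambient temperature.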
# The depositor's hits bear a star; ? = inconclusive; . = no result given; [ ] = dose if it differs, or a comment. Unless noted, calls come from the whole dose curve; as a rule, active = well fitted inhibition curve with a large enough effect; inconclusive = small, poorly fitted or top-dose-only effect; inactive = no such curve, though single readings can be large or run the other way.
# Key to letters: A = TrxR1 substrate; B = D2 ag; C = rTrxR1 inhibitor; D = USP1-UAF1 inh; E = D2 antag; F = mIDH1 inhibitor; G = TRHR enhancer; H = TRHR agonist; I = PI4K2A inh
CCc1ccc(-c2nc(SCC(=O)N(CC)C3CCS(=O)(=O)C3)n[nH]2)cc1 (stereo unspecified)
  A = 11.5% | B = -1.5 | C = 18.7% | D = -17.4% | E = -0.8 | F = 2.7% | G = 1.1 | H = -0.1 | I = -5.8
Cc1nc2ncccn2c1-c1csc(Nc2cccc(C(=O)O)c2)n1
  A = 5.9%[57.1 µM] | B = -0.5 | C = 4.9%[57.1 µM] | D = -14.0% | E = -12.1 | F = 12.5% | G = 13.1 | H = 0.5 | I = -2.8
Cc1nc(C)c(-c2ccc(SCC(=O)Nc3cccc(C)c3C)nn2)s1
  A = -2.5%[57.1 µM] | B = -0.3 | C = 12.0%[57.1 µM] | D = -11.0% | E = . | F = -9.9% | G = -3.0 | H = 0.3 | I = -2.4
COc1ccc(NC(=O)CS(=O)(=O)c2cn(CC(=O)N3CCOCC3)c3ccccc23)cc1
  A = -4.7% | B = -0.1 | C = -4.5% | D = -8.2% | E = 4.1 | F = -10.4% | G = -0.4 | H = 0.3 | I = -2.0
COc1ccc(NC(=S)NCCCn2ccnc2)cc1
  A = -1.4% | B = . | C = ? | D = -9.2% | E = . | F = 2.0% | G = . | H = . | I = -3.6
Cc1ccc2nc(N3C(=O)C(O)=C(C(=O)c4ccc(C)o4)C3c3ccc(O)cc3)sc2c1 (stereo unspecified)
  A = -6.3% | B = -0.3 | C = ? | D = -26.0% | E = -6.9 | F = -0.7% | G = 1.0 | H = 0.2 | I = 6.7
CCOC(=O)C1CCN(C(=O)c2c(-c3ccccc3)noc2C)CC1
  A = 17.8% | B = 1.5 | C = 0.5%[57.1 µM] | D = 0.6% | E = 4.5 | F = -0.7% | G = 2.1 | H = 0.1 | I = 16.6
CCSc1nc(C)c(CCOc2cccc(C)c2)c(=O)[nH]1
  A = 4.2%[57.1 µM] | B = 0.1 | C = 23.3%[57.1 µM] | D = -5.3% | E = -4.6 | F = -1.5% | G = -1.6 | H = 0.2 | I = -0.8
CCNC(=S)N1CCN(CC(=O)Nc2ccc(OC)cc2)CC1
  A = 6.1%[57.1 µM] | B = -0.8 | C = -0.9%[57.1 µM] | D = 1.9% | E = -3.5 | F = 0.0% | G = -0.6 | H = 0.9 | I = -17.3
O=C(Nc1ccc(Cl)cn1)c1cc2ccccc2o1
  A = 7.1%[57.1 µM] | B = 1.5 | C = 15.7%[57.1 µM] | D = -13.0% | E = -8.7 | F = 8.2% | G = -3.3 | H = 1.1 | I = -12.0
CCN1C(=O)[C@H]2[C@@H](c3ccc(C)cc3)N3C(=O)N(c4cccc(Cl)c4)C(=O)[C@@]3(CC)[C@H]2C1=O
  A = 1.0% | B = 0.9 | C = 19.1% | D = ? | E = -8.1 | F = -4.7% | G = 3.3 | H = 0.1 | I = -3.1
COc1ccc(-n2c(C)nn(C)c2=O)cc1
  A = -2.8% | B = 0.2 | C = 0.0% | D = 5.8% | E = 2.5 | F = -5.4% | G = -5.0 | H = 0.0 | I = -2.4
COc1ccc(N(CC(=O)N/N=C/c2cc(Br)c(C)o2)S(=O)(=O)c2ccc(NC(C)=O)cc2)cc1
  A = -2.9% | B = 0.8 | C = ? | D = -1.8% | E = 2.8 | F = -0.4% | G = -8.4 | H = 0.2 | I = -6.3
COc1cccc(/C(C#N)=C/c2c(-c3ccc(Cl)cc3)nc3c(C)cccn23)c1
  A = 11.9%[57.1 µM] | B = -0.1 | C = 19.6%[57.1 µM] | D = -7.1% | E = 12.4 | F = 4.5% | G = -5.6 | H = 1.1 | I = 8.4
O=C(Nc1ccccc1Cl)N1CCN(c2ccc3nnc(-c4ccccc4)n3n2)CC1
  A = -1.7% | B = -1.5 | C = -3.8% | D = ? | E = -5.0 | F = 2.7% | G = 0.9 | H = -0.2 | I = 2.4
Cc1ccccc1/C=C/C12NC(=O)CN1c1ccccc1C2(C)C (stereo unspecified)
  A = 10.3%[57.1 µM] | B = -0.1 | C = 18.8%[57.1 µM] | D = -13.6% | E = -7.1 | F = 4.9% | G = -7.2 | H = 1.8 | I = 1.2
COc1ccc(C2=CC(=O)C[C@H](c3ccc(Cl)cc3)C2)cn1
  A = -8.7%[57.1 µM] | B = -1.2 | C = 9.1%[57.1 µM] | D = ? | E = 0.2 | F = 14.4% | G = -0.8 | H = -1.3 | I = -2.1
O=C(CSc1nnc2ccc(-c3ccccn3)nn12)NCC1CCCO1 (stereo unspecified)
  A = 6.7% | B = 6.1 | C = 34.9% | D = -0.2% | E = -9.6 | F = -16.1% | G = -1.2 | H = 0.3 | I = -1.8
O=C(c1cccnc1)N1c2ccccc2Sc2ccccc21
  A = -1.3%[57.1 µM] | B = -2.4 | C = 2.6%[57.1 µM] | D = -17.6% | E = 6.0 | F = 7.8% | G = -11.6 | H = -1.0 | I = -4.4
CC1(C)CC(CCC(=O)Nc2ccccc2Cl)C(=O)O1 (stereo unspecified)
  A = -6.6% | B = -0.2 | C = -8.6% | D = -18.5% | E = 11.5 | F = 1.2% | G = 5.6 | H = -0.6 | I = -2.7
Cc1ccccc1NC(=O)CCC(=O)OCCCC(F)(F)C(F)(F)F
  A = 4.7% | B = -0.9 | C = 17.6% | D = -17.6% | E = -11.6 | F = 0.1% | G = -7.2 | H = 0.0 | I = 0.0

# Filtered by structure, the entries above with a Cl atom
# Key to letters: A = TrxR1 substrate; B = D2 ag; C = rTrxR1 inhibitor; D = USP1-UAF1 inh; E = D2 antag; F = mIDH1 inhibitor; G = TRHR enhancer; H = TRHR agonist; I = PI4K2A inh
O=C(Nc1ccc(Cl)cn1)c1cc2ccccc2o1
  A = 7.1%[57.1 µM] | B = 1.5 | C = 15.7%[57.1 µM] | D = -13.0% | E = -8.7 | F = 8.2% | G = -3.3 | H = 1.1 | I = -12.0
CCN1C(=O)[C@H]2[C@@H](c3ccc(C)cc3)N3C(=O)N(c4cccc(Cl)c4)C(=O)[C@@]3(CC)[C@H]2C1=O
  A = 1.0% | B = 0.9 | C = 19.1% | D = ? | E = -8.1 | F = -4.7% | G = 3.3 | H = 0.1 | I = -3.1
COc1cccc(/C(C#N)=C/c2c(-c3ccc(Cl)cc3)nc3c(C)cccn23)c1
  A = 11.9%[57.1 µM] | B = -0.1 | C = 19.6%[57.1 µM] | D = -7.1% | E = 12.4 | F = 4.5% | G = -5.6 | H = 1.1 | I = 8.4
O=C(Nc1ccccc1Cl)N1CCN(c2ccc3nnc(-c4ccccc4)n3n2)CC1
  A = -1.7% | B = -1.5 | C = -3.8% | D = ? | E = -5.0 | F = 2.7% | G = 0.9 | H = -0.2 | I = 2.4
COc1ccc(C2=CC(=O)C[C@H](c3ccc(Cl)cc3)C2)cn1
  A = -8.7%[57.1 µM] | B = -1.2 | C = 9.1%[57.1 µM] | D = ? | E = 0.2 | F = 14.4% | G = -0.8 | H = -1.3 | I = -2.1
CC1(C)CC(CCC(=O)Nc2ccccc2Cl)C(=O)O1 (stereo unspecified)
  A = -6.6% | B = -0.2 | C = -8.6% | D = -18.5% | E = 11.5 | F = 1.2% | G = 5.6 | H = -0.6 | I = -2.7
